High-throughput results (PubChem)
TAAR1 ag: human TAAR1 agonists, primary screen, Fluo-8 calcium fluorescence, CHO RD-HGA16 cells; vehicle wells 0%, saturating PEA agonist 100%; activation, % at 3 µM; hit rate 0.99% among 360,000; AID 624467, 2012;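 active = activation above the mean activation of all test compounds in the run plus 3 SD, cut at about 38% in these data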
Target sequence (Q96RJ0 whole entry, looked up): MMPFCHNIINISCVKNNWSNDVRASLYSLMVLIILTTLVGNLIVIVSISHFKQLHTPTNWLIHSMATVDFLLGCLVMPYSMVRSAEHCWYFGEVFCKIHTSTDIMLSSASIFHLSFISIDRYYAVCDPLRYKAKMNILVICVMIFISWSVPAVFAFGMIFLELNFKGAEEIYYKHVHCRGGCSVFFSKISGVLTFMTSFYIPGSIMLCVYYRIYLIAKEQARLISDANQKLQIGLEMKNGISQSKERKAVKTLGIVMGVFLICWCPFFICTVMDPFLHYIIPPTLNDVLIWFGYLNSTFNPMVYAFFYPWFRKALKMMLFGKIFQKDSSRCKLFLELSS
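System: CHO RD-HGA16 cells carrying human TAAR1 plus Gα16; Incubation: 17-24 h seeding, 75 min 37 °C dye, 30 min RT; Measured by: Fluo-8 fluorescence, 5 s baseline then 140 s kinetic read; Control set: DMSO and PEA EC100; Replication: single well for each compound.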
CHRM1 antagonist: human M1 muscarinic receptor antagonists, primary screen, CHO-K1 cells, Fluo-8 calcium fluorescence, 1536-well; Muscarinic acetylcholine receptor M1 (Homo sapiens), P11229; CHO-K1 hM1, ACh EC80 antagonist; inhibition, % at 3 µM; hit rate 1.3% among 360,000; AID 588852, 2011;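 active = percent inhibition above its own plate's cutoff, namely the mean of that plate's compound wells plus 3 SD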;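 note: peak over basal fluorescence ratio during 140 s after agonist addition; 0% = ACh EC80 plus DMSO and 100% = DMSO alone without agonist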
Target sequence (P11229 whole entry, looked up): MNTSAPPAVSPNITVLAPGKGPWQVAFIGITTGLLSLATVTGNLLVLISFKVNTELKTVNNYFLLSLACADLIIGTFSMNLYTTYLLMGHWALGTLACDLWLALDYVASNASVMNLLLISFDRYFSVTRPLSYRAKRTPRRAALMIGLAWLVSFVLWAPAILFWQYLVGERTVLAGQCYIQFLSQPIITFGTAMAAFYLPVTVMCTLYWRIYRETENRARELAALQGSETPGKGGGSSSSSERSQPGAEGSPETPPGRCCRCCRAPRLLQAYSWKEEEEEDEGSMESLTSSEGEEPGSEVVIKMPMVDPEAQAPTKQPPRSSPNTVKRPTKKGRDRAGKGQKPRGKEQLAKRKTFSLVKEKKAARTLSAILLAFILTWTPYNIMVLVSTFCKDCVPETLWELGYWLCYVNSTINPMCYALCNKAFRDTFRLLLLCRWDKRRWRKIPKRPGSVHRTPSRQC
OXTR potentiator: human OXTR potentiators, primary screen, fluorescence, CHO-OTR cells, Fluo-8 calcium. Fluo-8 calcium fluorescence, potentiator mode; 0% = oxytocin EC15, 100% = EC100. activation, % at 3 µM. hit rate 0.061% among 320,000. AID 2445, 2010;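 active = activation above that plate's cutoff, the mean activation of tested compounds plus 3 SD, cut at about 6.6% in these data, passing the limit was not always enough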;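 note: 100% uses oxytocin at 75 nM as the full agonist control; some results filed as inactive read as strong as hits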
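Material: human OTR in CHO cells. Compound: 3.0 µM, one dose. Timing: compound 6 min at room temperature before oxytocin, 100 s read. Evaluation: % activation of max/min ratio relative to oxytocin controls. Replication: single well per compound, singlicate. Signal: Fluo-8 calcium dye fluorescence.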
TAAR1 antagonist: human TAAR1 antagonists, primary screen, Fluo-8 calcium fluorescence, CHO RD-HGA16 cells. antagonist. inhibition, % at 3 µM. hit rate 1.5% among 360,000;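 active = inhibition above a per-plate cutoff, the mean inhibition of test compounds on that plate plus 3 SD, cut at about 49% in these data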;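 note: 0% = DMSO plus EC80 beta-PEA response and 100% = DMSO alone without agonist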
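Test system: RD-HGA16 CHO cells with stable hTAAR1 and Gα16 / Probe or stimulus: EC80 β-phenethylamine stimulus / Times: seeding 17-24 h prior, 75-min 37 °C, 30-min RT dye loading / Detection: Fluo-8 calcium-sensitive fluorescence / Read-out basis: % inhibition scaled between DMSO and EC80 PEA controls / Repeats: singlicate, one well per test compound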
V1aR counter: agonists of human V1a receptor, primary screen, counter-screen for OXTR agonist project, fluorescence, CHO-V1R cells. Fluo-8 calcium fluorescence, agonist mode; 0% DMSO, 100% 3 nM vasopressin. Vasopressin V1a receptor (Homo sapiens), P37288. AID 2797, 2010. hit rate 0.25% among 320,000. activation, % at 3 µM;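 active = activation above the mean activation of all tested compounds plus 3 SD, per screening run, cut at about 20% in these data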;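 note: signal is peak over basal fluorescence ratio across a 100 second FLIPR read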
M1 PAM: human M1 muscarinic receptor positive allosteric modulators, primary screen, CHO-K1 cells, Fluo-8 calcium fluorescence, 1536-well; Muscarinic acetylcholine receptor M1 (Homo sapiens), P11229; CHO-K1 hM1, ACh EC20; 0% = ACh EC20, 100% = maximal ACh; activation, % at 3 µM; hit rate 0.088% among 360,000; in the data active = activation above about 19%, passing the limit was not always enough
CHRM1 agonist: human M1 muscarinic receptor agonists, primary screen, Fluo-8 calcium fluorescence, CHO-K1 cells, HTS. activation, % at 3 µM. hit rate 0.33% among 360,000. CHO-K1 hM1, agonist mode; 0% DMSO, 100% acetylcholine EC100. Muscarinic acetylcholine receptor M1 (Homo sapiens), P11229;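 active = activation above the run's mean compound activation plus 3 SD, cut at about 16% in these data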;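 note: peak over basal fluorescence ratio within a 140 s kinetic read after compound addition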
OXTR ag: human OXTR agonists, primary screen, fluorescence, CHO-OTR cells, Fluo-8 calcium | hit rate 0.32% among 320,000 | AID 2435, 2010 | Oxytocin receptor (Homo sapiens), P30559 | activation, % at 3 µM | Fluo-8 calcium fluorescence; normalized: DMSO 0%, oxytocin 100%;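 active = activation above the mean of all tested compounds plus 3 SD, cutoff set per screening run, cut at about 20% in these data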;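 note: peak over basal fluorescence ratio from a 100 s FLIPR kinetic read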
CHO parental Ca: ATP-evoked calcium signal inhibitors, parental CHO, primary screen, counter-screen for OX1R antagonist project, cell-based, fluorescence, Fluo-8 calcium dye | hit rate 0.63% among 330,000 | parental CHO-K1, ATP-induced calcium, Fluo-8 fluorescence | inhibition, % at 5.6 µM | AID 463079, 2010;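 active = inhibition above that plate's mean sample inhibition plus 3 SD, cut at about 26% in these data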;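 note: 0% = ATP-challenged DMSO wells and 100% = DMSO wells without ATP; some compounds past the cut are filed as inactive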
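Assay system: parental CHO cells; Read-out basis: percent inhibition of ATP-evoked calcium rise, normalized to controls; Benchmarks: ATP and no-ATP DMSO wells; Compound dosing: single nominal dose of 5.6 µM per compound; Signal: Fluo-8 calcium dye fluorescence; Also added: ATP as calcium-mobilizing challenge; Repeats: singlicate.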
* = called active by the depositor; . = no result given.

1) Cc1noc(C)c1-c1ccc(C(=O)Nc2ccc(C(C)C)cc2)c2occc12
2) COc1cccc(NC(=O)[C@@H]2CCCN2S(=O)(=O)c2cccc3cccnc23)c1
3) COc1ccc(C(=O)NCC(C)NC(=O)c2ccc(OC)c(OC)c2)cc1OC (configuration not stated)
4) O=S(=O)(NCc1cccnc1)c1cccc2nsnc12
5) O=C(CN1CCN(c2ccccc2)CC1)Nc1cccc([N+](=O)[O-])c1
6) COc1cc(OC)cc(C(=O)NC(=S)Nc2nc(-c3cc4ccccc4o3)cs2)c1
7) CC1(NCc2ccc(Cl)cc2)COP(=O)(NCc2ccccc2)OC1 (configuration not stated)
8) O=C1CCCN1CC1CCCN(Cc2nc(COc3ccccc3)no2)C1 (configuration not stated)

assay / compound | 1 | 2 | 3 | 4 | 5 | 6 | 7 | 8
TAAR1 ag | -1 | 5 | 8 | 17 | 3 | -1 | 5 | 2
CHRM1 antagonist | -7 | 0 | -11 | 6 | 0 | -35 | -7 | -2
OXTR potentiator | . | -5 | 2 | 4 | -14 | -4 | . | -3
TAAR1 antagonist | 12 | 5 | -27 | 2 | 7 | -10 | -18 | -23
V1aR counter | . | 0.9 | 0.3 | 0.2 | 1.6 | -0.2 | . | 0.0
M1 PAM | 2 | 7 | 11 | 3 | 3 | 5 | 3 | 2
CHRM1 agonist | 0 | -2 | -2 | -3 | -7 | -1 | -2 | -6
OXTR ag | . | 0.3 | -0.1 | 0.5 | 0.9 | 0.1 | . | 0.8
CHO parental Ca | . | -15 | -7 | -8 | -21 | -6 | . | -7

9) COc1cc(C(=O)Nc2ccc(O)cc2)ccc1OC(C)=O
10) COc1ccc(-c2ccc(C(=O)Nc3cccc(N(C)C)c3)c3occc23)c(C)c1
11) CSc1nnc2c3ccccc3n(Cc3ccccc3)c2n1
12) O=C(N1CCOCC1)N(Cc1ccco1)CC1CCCO1 (configuration not stated)
13) COc1cc(/C=C2\SC(=Nc3c(C)n(C)n(-c4ccccc4)c3=O)NC2=O)ccc1O
14) CC(SCC(=O)Nc1ccc(F)cc1)c1nc2ccccc2c(=O)[nH]1 (configuration not stated)
15) COc1ccccc1/C=C/C=N/n1c(-c2ccccn2)n[nH]c1=S
16) CCOCCCNC(=O)CN1C(=O)COc2ccc(S(=O)(=O)N3CCCC3)cc21

assay / compound | 9 | 10 | 11 | 12 | 13 | 14 | 15 | 16
TAAR1 ag | 9 | 0 | 14 | 5 | 4 | 5 | 0 | 3
CHRM1 antagonist | 0 | 25 | -8 | -14 | 10 | -16 | 3 | 3
OXTR potentiator | -3 | . | -8 | -6 | . | 3 | -8 | -4
TAAR1 antagonist | -17 | -4 | -1 | -24 | 6 | -34 | 16 | -21
V1aR counter | -0.2 | . | -0.1 | 0.3 | . | 1.0 | 6.3 | 0.3
M1 PAM | 4 | -12 | 0 | 11 | -7 | 16 | 4 | 1
CHRM1 agonist | -2 | -3 | -3 | -3 | -5 | 0 | -1 | -1
OXTR ag | -0.6 | . | -1.2 | 0.2 | . | -0.2 | -0.6 | 0.8
CHO parental Ca | -3 | . | -19 | -4 | . | -11 | -12 | -2

17) COc1cccc(C2CC(C(F)(F)F)n3ncc(C(=O)Nc4c(C)n(C)n(-c5ccccc5)c4=O)c3N2)c1 (configuration not stated)
18) Cc1c(OC(C)C(=O)NCCCN2CCOCC2)ccc2c1oc(=O)c1ccccc12 (configuration not stated)
19) COc1ccc(NS(=O)(=O)c2ccc(O)c(NC(=O)c3cc4c(C)nn(-c5ccc(F)cc5)c4s3)c2)cc1
20) Cc1ccc(NC(=O)c2sccc2C)cc1S(=O)(=O)N(C)C
21) O=C(O)c1sccc1Oc1ccc(NS(=O)(=O)c2cccc(F)c2)cc1
22) Cc1ccc2cc(N)ccc2n1
23) CC1CCc2sc3c(c2C1)c(=O)n(CC(=O)O)c(=O)n3Cc1ccc(Cl)cc1 (configuration not stated)
24) COc1ccc(N2C(=O)C3C(C2=O)C2C=CC3C23CC3)c(OC)c1 (configuration not stated)

assay / compound | 17 | 18 | 19 | 20 | 21 | 22 | 23 | 24
TAAR1 ag | 4 | 2 | . | 9 | 0 | 0 | 5 | 0
CHRM1 antagonist | -17 | 6 | -1 | 14 | -5 | 0 | -4 | -5
OXTR potentiator | -1 | -2 | 0 | -17 | -4 | . | -7 | 0
TAAR1 antagonist | 3 | 3 | . | -8 | -16 | 8 | -21 | 9
V1aR counter | -0.1 | 4.7 | 0.1 | 0.6 | 1.3 | . | -0.1 | -0.2
M1 PAM | 2 | -3 | 2 | -5 | 12 | 5 | 5 | 3
CHRM1 agonist | -7 | -3 | -3 | -7 | -3 | -5 | -5 | -3
OXTR ag | -0.4 | 4.8 | 1.3 | 0.7 | -0.1 | . | -0.6 | -0.7
CHO parental Ca | -15 | -7 | 13 | -9 | 2 | . | -5 | -3

25) O=C(NC1CCSc2ccccc21)c1ccc(C(F)(F)F)cc1 (configuration not stated)
26) Cc1ccc(CSCC(=O)N(C)CC(=O)Nc2c(Cl)cccc2Cl)cc1
27) CCNc1nc(SCc2ccccc2)nc(N2CCOCC2)n1
28) CN(C)/C=C/c1onc(-c2ccccc2Cl)c1C#N
29) CCN(CC)c1ccc(NC(=O)COC(=O)Cc2ccsc2)cc1
30) COc1ccc(CNC(=O)CS(=O)Cc2nc(-c3ccc(C)cc3)oc2C)cc1 (configuration not stated)
31) COc1ccc2[nH]c(=O)c(CN(C(=O)c3cccnc3)c3cccc(C)c3)cc2c1
32) N#CCC(=O)N/N=C\c1ccccc1OC/C=C/c1ccccc1

assay / compound | 25 | 26 | 27 | 28 | 29 | 30 | 31 | 32
TAAR1 ag | 25 | 5 | 18 | 24 | 1 | -1 | -1 | 1
CHRM1 antagonist | -12 | -10 | -28 | -12 | 12 | -1 | -4 | -9
OXTR potentiator | -4 | -4 | -7 | -1 | . | -6 | -5 | -4
TAAR1 antagonist | 18 | 11 | 3 | -3 | -11 | -26 | -5 | 16
V1aR counter | -1.4 | 5.7 | -0.1 | 0.5 | . | 3.6 | -0.4 | 0.9
M1 PAM | 7 | 7 | 4 | 14 | -1 | 0 | 6 | 10
CHRM1 agonist | -5 | 2 | -3 | -6 | -8 | -4 | -1 | -1
OXTR ag | -2.2 | 0.7 | -1.4 | 0.7 | . | 1.0 | 0.4 | -0.8
CHO parental Ca | 0 | -17 | -16 | 4 | . | -23 | -16 | -4

33) COc1ccc(C2C(C#N)=C(N)Nc3nc4ccccc4n32)cc1 (configuration not stated)
34) O=C(O)c1cccc2c1C(=O)N(C1CCCCC1)C2
35) C=CCn1c(Cc2ccc(OC)cc2)nnc1SCC(=O)c1cccc([N+](=O)[O-])c1
36) O=C(NC(=S)Nc1ccc(S(=O)(=O)Nc2nccs2)cc1)c1ccccc1F
37) CCOc1ccc(C(C(=O)Nc2ccc(F)cc2)N(C(=O)Cn2nnc3ccccc32)C2CC2)cc1 (configuration not stated)
38) Cc1ccc(S(=O)(=O)N/N=C\c2cn(CC(N)=O)c3ccccc23)cc1C
39) O=C(NNC(=O)c1ccncc1)c1ccncc1
40) COc1ccc(C(=O)n2nc(C)cc2C)cc1OC

assay / compound | 33 | 34 | 35 | 36 | 37 | 38 | 39 | 40
TAAR1 ag | 2 | 0 | 13 | 1 | 4 | 1 | 3 | 7
CHRM1 antagonist | 7 | -15 | -1 | -6 | -1 | -20 | -13 | -1
OXTR potentiator | -3 | -5 | -10 | -4 | 0 | -1 | -3 | -3
TAAR1 antagonist | 7 | -12 | -17 | 5 | -19 | 3 | 3 | 3
V1aR counter | 4.5 | -0.2 | 2.7 | 0.9 | 0.8 | -0.7 | 0.7 | -0.2
M1 PAM | -10 | 4 | 3 | 7 | -3 | 14 | 11 | 6
CHRM1 agonist | -3 | -4 | -4 | -5 | -8 | -1 | -5 | -6
OXTR ag | 2.4 | -0.8 | 3.7 | 1.5 | 0.7 | -0.1 | 0.5 | -0.2
CHO parental Ca | 0 | 4 | -16 | -2 | -14 | -3 | 0 | -9

41) CC(C)Cn1c(N)c(C(=O)COC(=O)c2cc(-c3ccccc3)nc3ccccc23)c(=O)n(C)c1=O
42) CCCCNc1ccc2nsnc2c1[N+](=O)[O-]
43) O=C(CCCNS(=O)(=O)c1cccc2nsnc12)NCc1ccccc1
44) CC(C)C[C@H](NC(=O)N1CCn2c1nc1ccccc12)C(=O)NCc1ccccc1

assay / compound | 41 | 42 | 43 | 44
TAAR1 ag | 2 | 3 | 1 | -1
CHRM1 antagonist | -3 | 1 | -3 | -13
OXTR potentiator | -2 | -4 | -2 | -8
TAAR1 antagonist | 17 | -14 | 8 | -11
V1aR counter | 0.0 | 2.1 | -0.5 | -1.5
M1 PAM | 6 | 0 | 4 | 12
CHRM1 agonist | -2 | -8 | -1 | -4
OXTR ag | 0.3 | -0.5 | -0.5 | -2.0
CHO parental Ca | -10 | 1 | -10 | -19

Five consecutive compounds out of the list so far, for reference:
40) COc1ccc(C(=O)n2nc(C)cc2C)cc1OC
41) CC(C)Cn1c(N)c(C(=O)COC(=O)c2cc(-c3ccccc3)nc3ccccc23)c(=O)n(C)c1=O
42) CCCCNc1ccc2nsnc2c1[N+](=O)[O-]
43) O=C(CCCNS(=O)(=O)c1cccc2nsnc12)NCc1ccccc1
44) CC(C)C[C@H](NC(=O)N1CCn2c1nc1ccccc12)C(=O)NCc1ccccc1

assay / compound | 40 | 41 | 42 | 43 | 44
TAAR1 ag | 7 | 2 | 3 | 1 | -1
CHRM1 antagonist | -1 | -3 | 1 | -3 | -13
OXTR potentiator | -3 | -2 | -4 | -2 | -8
TAAR1 antagonist | 3 | 17 | -14 | 8 | -11
V1aR counter | -0.2 | 0.0 | 2.1 | -0.5 | -1.5
M1 PAM | 6 | 6 | 0 | 4 | 12
CHRM1 agonist | -6 | -2 | -8 | -1 | -4
OXTR ag | -0.2 | 0.3 | -0.5 | -0.5 | -2.0
CHO parental Ca | -9 | -10 | 1 | -10 | -19
